BoNT-A LC inh2: BoNT A light chain protease inhibition; multiplex microsphere protease substrate cleavage, flow cytometry; inhibition, % at 10 µM; AID 588499; hit rate 0.17% among 360,000; in the data active = inhibition above about 30%; inconclusive = no clear call, values can overlap the other calls; note: plate controls were buffer without enzyme for full effect and enzyme alone for no effect
GDH-TPI inh: inhibits GDH-TPI coupling enzymes, artifact for Mtb FBA screen; GDH-TPI coupled enzyme counterscreen, NADH absorbance; inhibition, % at 4.8 µM; hit rate 1.2% among 360,000; AID 588335;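 note: 0% = DMSO wells and 100% = wells lacking the enzyme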
FadD28 binding: inhibitors of Mycobacterium tuberculosis FadD28 bisubstrate binding | FadD28 bisubstrate probe binding, fluorescence polarization | inhibition, % at 12.5 µM | hit rate 0.22% among 360,000 | AID 588549; in the data active = inhibition above about 8.5%, passing the limit was not always enough; inconclusive = no clear call, values can overlap the other calls
PrPC TRFRET: inhibitors of human cell surface prion protein PrPC; inhibition, % at 13.8 µM; AID 720596; TR-FRET read-out; hit rate 0.43% among 370,000; P04156; in the data active = inhibition above about 24%; note: 0% = median of the test wells and 100% = reference compound wells
UGM FP inh: Mtb UDP-galactopyranose mutase inhibition; P9WIQ1; purified UGM, fluorescence polarization probe displacement; inhibition, % at 10 µM; hit rate 0.06% among 320,000; in the data active = inhibition above about 10%, passing the limit was not always enough; inconclusive = no clear call, values can overlap the other calls
Target sequence (P9WIQ1 whole entry, looked up): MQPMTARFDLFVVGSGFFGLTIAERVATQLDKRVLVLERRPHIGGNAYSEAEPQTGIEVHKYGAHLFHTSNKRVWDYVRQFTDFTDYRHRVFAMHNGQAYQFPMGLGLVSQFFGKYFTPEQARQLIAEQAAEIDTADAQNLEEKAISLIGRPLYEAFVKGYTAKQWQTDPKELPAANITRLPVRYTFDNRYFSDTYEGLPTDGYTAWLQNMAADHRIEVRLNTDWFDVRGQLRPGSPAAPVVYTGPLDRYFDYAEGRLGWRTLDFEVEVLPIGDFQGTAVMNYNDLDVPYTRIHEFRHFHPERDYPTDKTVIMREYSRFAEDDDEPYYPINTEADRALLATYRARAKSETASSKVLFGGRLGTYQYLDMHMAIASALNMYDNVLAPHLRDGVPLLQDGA
CCHFV vOTU inh: CCHFV vOTU protease inhibition; Pep-AMC fluorescence; inhibition, % at 11.5 µM; hit rate 0.55% among 370,000; AID 651958; note: 0% = vehicle wells with enzyme and 100% = no enzyme wells
BoNT-F LC inh: BoNT F light chain protease inhibition | AID 588497 | Multiplex microsphere protease cleavage assay, flow cytometry | hit rate 0.22% among 360,000 | inhibition, % at 10 µM; in the data active = inhibition above about 35%, passing the limit was not always enough; inconclusive = no clear call, values can overlap the other calls; note: plate controls were buffer without enzyme for full effect and enzyme alone for no effect
Mtb FBA inh: inhibitors of M. tuberculosis fructose-bisphosphate aldolase; P9WQA3; purified M. tuberculosis FBA, fluorescence read-out; inhibition, % at 1 µM; hit rate 2.3% among 360,000; AID 588726; in the data active = inhibition above about 27%;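 note: 0% = vehicle and 100% = reference inhibitor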
Target sequence (P9WQA3 whole entry, looked up): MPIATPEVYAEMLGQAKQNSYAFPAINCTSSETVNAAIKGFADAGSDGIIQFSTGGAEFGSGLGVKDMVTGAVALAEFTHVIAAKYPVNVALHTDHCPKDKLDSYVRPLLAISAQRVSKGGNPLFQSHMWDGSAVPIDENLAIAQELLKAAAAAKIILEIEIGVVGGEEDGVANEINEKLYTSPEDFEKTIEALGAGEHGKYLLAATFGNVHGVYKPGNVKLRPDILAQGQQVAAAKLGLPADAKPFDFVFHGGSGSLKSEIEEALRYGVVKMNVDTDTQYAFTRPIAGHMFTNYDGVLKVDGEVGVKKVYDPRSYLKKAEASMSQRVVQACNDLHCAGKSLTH
BioA inh: BioA (M. tuberculosis) enzyme inhibition; AID 602481; hit rate 0.096% among 360,000; inhibition, % at 9.99 µM; purified M. tuberculosis BioA enzyme, plate reader; in the data active = inhibition above about 40%; inconclusive = no clear call, values can overlap the other calls
Starred values were filed as active, the others as inactive; ? = inconclusive; nt = not tested or not shown; & = joins results of further samples. Cut-off read from the data, not from the text of the source, unless noted: active = inhibition above about 30%; inactive = the rest.

Start of the listing, in advance (three entries):
Every second line gives: BoNT-A LC inh2 | GDH-TPI inh | FadD28 binding | PrPC TRFRET | UGM FP inh | CCHFV vOTU inh | BoNT-F LC inh | Mtb FBA inh | BioA inh
COc1cccc(-n2c(SCC(N)=O)nnc2-c2c[nH]c3ccccc23)c1
  -0.7 | 6 | 0.3 | -5 | 0.9 | 11 | -3 | 2 | 4.2
Cc1nc(Nc2cccc(C(C)O)c2)c2nnn(Cc3ccc(F)cc3)c2n1 (configuration not stated)
  -2.1 | 8 | -1.7 | 9 | -0.8 | -1 | -1 | -2 | 0.0
Cc1ncn2cc(-c3ccc(Cl)cc3Cl)[nH]c(=O)c12
  -3.8 | -4 | -3.7 | 6 | -2.8 | 4 | -6 | 3 | 0.3

Main list, from the first entry:
Every second line gives: BoNT-A LC inh2 | GDH-TPI inh | FadD28 binding | PrPC TRFRET | UGM FP inh | CCHFV vOTU inh | BoNT-F LC inh | Mtb FBA inh | BioA inh
COc1cccc(-n2c(SCC(N)=O)nnc2-c2c[nH]c3ccccc23)c1
  -0.7 | 6 | 0.3 | -5 | 0.9 | 11 | -3 | 2 | 4.2
Cc1nc(Nc2cccc(C(C)O)c2)c2nnn(Cc3ccc(F)cc3)c2n1 (configuration not stated)
  -2.1 | 8 | -1.7 | 9 | -0.8 | -1 | -1 | -2 | 0.0
Cc1ncn2cc(-c3ccc(Cl)cc3Cl)[nH]c(=O)c12
  -3.8 | -4 | -3.7 | 6 | -2.8 | 4 | -6 | 3 | 0.3
Cc1ccccc1NCC(=O)N/N=C\c1ccc([N+](=O)[O-])s1
  0.1 | 14 | 0.5 | -33 | -0.6 | 13 | 0 | 0 | 0.6
O=C(Cn1cnc2c(NCc3ccccc3)ncnc21)NCCc1cc2ccccc2[nH]1
  -0.7 | 5 | -1.9 | 4 | nt | 0 | -5 | 21 | 0.2
COCCNC(=O)CSc1nc2cc3c(cc2c(=O)n1CCCC(=O)NCc1ccc(OC)cc1)OCO3
  -0.3 | 5 | -1.3 | -2 | 2.1 | -10 | -2 | -2 | nt
C/C(=N\Nc1nc(C)c(C)s1)c1ccc([N+](=O)[O-])cc1
  1.9 | 3 | -1.0 | -16 | -1.9 | 13 | 3 | -1 | nt
COCCn1c(=NC(C)=O)sc2cc([N+](=O)[O-])ccc21
  1.1 | 1 | -3.0 | -11 | 0.7 | -2 | 5 | 4 | nt
CC(=O)Nc1ccc(NC(=O)CS(=O)(=O)c2cn(CC(=O)N3CCC(C)CC3)c3ccccc23)cc1
  -1.5 | 10 | -0.7 | -4 | 0.5 | 19 | 7 | -1 | -0.9
Cc1c(CC(=O)N2C[C@H]3C[C@@H](C2)c2cccc(=O)n2C3)c(=O)oc2cc3occ(C(C)(C)C)c3cc12
  -0.7 | 8 | -2.9 | -8 | -0.1 | -8 | -2 | 14 | -0.5
CC(=O)Nc1ccc(NC(=O)COC(=O)CCc2nc3ccccc3s2)cc1
  1.1 | 0 | 0.3 | 7 | 1.1 | 0 | -7 | 3 | -1.5
CC(=O)Nc1c(I)c(NC(C)=O)c(I)c(C(=O)O)c1I
  0.0&0.0 | 5&1 | -1.6&0.7 | -8&-3 | -4.2&-2.0&1.0 | 20&3 | -7&-5 | 4&2 | -0.6&-6.7
C=CCn1c(SCC(=O)c2c(N)n(CCC)c(=O)n(C)c2=O)nnc1-c1ccncc1
  -0.3 | -3 | 0.2 | -1 | -0.2 | 0 | 4 | -3 | nt
CC1(C)Cc2ccccc2C(N/N=C/c2ccc([N+](=O)[O-])cc2)=N1
  1.1 | 13 | 0.9 | 0 | -2.4 | 7 | -3 | 5 | nt
O=C(CCNS(=O)(=O)c1ccc(Br)cc1)N1CCN(c2ccccc2O)CC1
  -0.2 | -14 | -4.5 | -5 | nt | -5 | 0 | -2 | 0.9
CCC(=O)Nc1nc(C)c(C(=O)N2CCCCC2)s1
  0.7 | 2 | -2.9 | 6 | 0.2 | 10 | -2 | -2 | -1.3
COc1ccc(C(=O)n2nc(-c3ccc(OC)cc3)nc2N)cc1
  -1.9 | 1 | -4.8 | 1 | 1.1 | -2 | -11 | 0 | -2.0
COCCOC1CCN(C(=O)c2cc(COc3ccc(-n4cncn4)cc3)on2)CC1
  -0.3 | 3 | -2.8 | -3 | 1.9 | 0 | -2 | -1 | -0.7
CC(C)=CCC(C)(C)CNC(=O)NC1CCCCC1
  0.0 | 5 | 0.0 | 2 | -0.4 | 9 | -2 | -3 | nt
CC(C)CNC(=O)CC(c1ccccc1)c1c(O)ccc2ccccc12 (configuration not stated)
  -0.8 | 0 | -2.6 | 4 | 0.5 | 6 | -5 | 1 | 0.5
COC(=O)c1cc(C(C)=O)c(C)[nH]c1=O
  -0.4 | 4 | -1.3 | -6 | -2.0 | -2 | 1 | 0 | -1.7
Nn1c(SCC(=O)N2CCc3ccccc3C2)nnc1-c1cccs1
  0.0 | 5 | 0.1 | 9 | -1.5 | -5 | 0 | 3 | 2.7
CCCc1nc(N)c(C#N)c(N)c1C#N
  -0.8 | 9 | 0.0 | -4 | -1.2 | 5 | -4 | 0 | nt
CC(C)C[C@@H](CN1C(N)=NC[C@@H]1C)NC(=O)CC12CC3CC(CC(C3)C1)C2
  -0.5 | 2 | -2.7 | 1 | 1.2 | -5 | -1 | -3 | -0.5
CC(=O)Nc1ccc2nc(NC(=O)c3cccs3)sc2c1
  -0.9 | 53* | -3.9 | 5 | 0.2 | 1 | -11 | -2 | 1.4
Cc1ccc(C)c(OCC(=O)Nc2nonc2NC(=O)COc2cc(C)ccc2C)c1
  -0.1 | 5 | -0.8 | -4 | -2.3 | 19 | -6 | -2 | -1.6
COCCNC(=O)CNC(=S)N(CCCN1CCOCC1)Cc1cccs1
  -0.4 | 12 | -1.7 | -9 | -1.6 | 4 | -10 | 1 | nt
COc1cc(OC)cc(-c2c(-c3ccc(F)cc3)c3cc(-c4cccc5[nH]ccc45)ccc3n2C)c1
  0.8 | 29 | -0.2 | 3 | -1.3 | 3 | 8 | 48* | -0.7
C=CCn1c(=O)c2ccc(C(=O)NCc3ccccc3)cc2n(Cc2ccc(Cl)cc2)c1=O
  -0.5 | 2 | -0.3 | 7 | -1.3 | -7 | -3 | 3 | nt
COc1ccc(Cl)cc1-c1cc(C(=O)NCc2cccs2)[nH]n1
  0.1 | 2 | -5.5 | -3 | nt | 8 | 2 | 1 | 1.1
COc1cccc(C(=O)NCC(=O)N2CCC3(CC2)NCCc2[nH]cnc23)c1
  2.4 | 7 | -2.5 | 2 | 0.9 | 3 | 6 | -1 | -1.0
CN(CC(=O)Nc1cccc2ccccc12)C(=O)c1ccc(F)cc1F
  0.4 | 13 | -0.6 | -4 | -1.2 | -5 | 10 | 3 | -4.8
CS(=O)(=O)c1nncn1-c1ccccc1
  0.3 | -6 | 1.0 | 4 | -1.4 | -3 | -3 | 4 | -1.8
CCOC(=O)C1CCCN(C(=O)COc2ccc(C(=O)c3ccc(F)cc3)cc2)C1 (configuration not stated)
  -1.5 | 8 | -2.8 | 1 | 3.6 | 8 | -1 | 1 | -0.9
Cc1cc(C)c(S(=O)(=O)Nc2nnc(C(C)C)s2)c(C)c1
  -2.9 | 0 | -7.8 | 1 | -0.6 | -4 | 26 | 1 | -1.8
COc1ccc(OC)c(CNC(=O)C2CCCN(c3ncnc4c3nc3n4CCCCC3)C2)c1 (configuration not stated)
  -1.5 | -1 | -2.0 | -3 | 0.7 | -1 | -1 | 0 | 2.8
O=C(O)c1ccc(-c2cccc(Cl)c2)o1
  ? | 4 | -0.6 | -4 | -0.4 | -13 | 3 | 2 | 0.0
Cc1ccc(N2CN=c3s/c(=C\c4ccccn4)c(=O)n3C2)cc1
  ? | 26 | -2.7 | -12 | 0.2 | -2 | 4 | -2 | -0.9
Cc1n[nH]c(C)c1S(=O)(=O)N1CCc2ccccc2C1
  -1.1 | -3 | -3.2 | 8 | -1.0 | 6 | -4 | -3 | -1.1
CCOc1ccc(N(CC(=O)N2CCC(Cc3ccccc3)CC2)S(C)(=O)=O)cc1
  -0.1 | 12 | -1.8 | 2 | -2.3 | -1 | -12 | 3 | 0.9
O=C(C[n+]1cc(-c2ccc(Cl)c(Cl)c2)n2c1CCC2)OCc1ccccc1
  0.0 | 1 | -1.5 | -6 | 0.0 | 2 | -2 | 3 | -1.9
c1cnc2ccc(C(c3nnnn3C3CCCCC3)N3CCN4CCCC4C3)cc2c1 (configuration not stated)
  nt | -3 | -1.3 | 0 | 0.0 | 11 | nt | -15 | 4.3
O=C(CN1CCOCC1)Nc1ccccc1Cl
  -0.6 | 0 | -1.4 | 3 | 1.6 | -7 | 1 | 1 | -0.3
CC(=O)Nc1ccc(S(=O)(=O)N2CCN(S(=O)(=O)c3ccc(F)c(F)c3F)CC2)cc1
  -1.6 | -6 | 0.4 | 5 | -0.1 | 9 | 2 | -1 | -1.4
CCN(c1ccccc1)S(=O)(=O)c1ccc(C(=O)Nc2nccs2)cc1
  1.0 | 16 | -1.6 | 8 | -0.4 | -5 | -6 | -3 | 0.4
COc1ccc(Nc2nc(C(=O)N3CCc4cc(OC)c(OC)cc4C3)cs2)cc1
  -1.3 | 9 | -1.8 | 0 | -1.2 | -10 | 2 | 2 | nt
COc1cc(C(=O)OCC(=O)N(C)C)cc(NC(=O)c2ccco2)c1OC
  1.0 | 11 | -2.7 | -5 | -0.2 | -6 | 7 | 1 | -0.6
O=C(NCCc1ccccc1)C1CCCN(c2nc3ccccc3s2)C1 (configuration not stated)
  1.1 | -8 | -3.3 | 0 | 3.4 | 4 | 4 | -1 | -5.2
O=C(CCCCCN1C(=O)c2ccccc2C1=O)Nc1ccc(F)cc1
  1.5 | 8 | 0.8 | 5 | -0.8 | 8 | 1 | 0 | -0.3
CCc1cc(C(N)=S)ccn1
  -0.5&0.2 | 4&7 | -0.2&-0.1 | 5&-6 | 2.5 | -3&0 | -4&5 | -4&-3 | 0.2&0.5
O=C(O)c1ccc(NS(=O)(=O)c2ccc3c(c2)OCCCO3)cc1
  -0.4 | -4 | -1.8 | -11 | 1.5 | 9 | -4 | 0 | nt
CCn1c(/C=C/c2c(C)[nH]c3ccccc23)nc2ccccc2c1=O
  -0.4 | 3 | -0.8 | -3 | nt | -4 | -7 | 0 | 0.2
Cc1ccc(C)c(N2CCN(C(=O)c3ccc(N4CCOCC4)c([N+](=O)[O-])c3)CC2)c1
  1.8 | 2 | -0.4 | -2 | 2.7 | 9 | 5 | -1 | 1.6
O=C(CN1CCN(S(=O)(=O)c2ccc(Cl)c(Cl)c2)CC1)N1CCCC1
  0.5 | -2 | -0.5 | -7 | 0.4 | 6 | -2 | 3 | 1.5
CN(CC(=O)Nc1ccccc1Br)C(=O)c1ccccc1Cc1ccccc1
  0.6 | 7 | -2.5 | 8 | 0.7 | 0 | -2 | 0 | -2.7
Cc1nc(C(=O)NCCC(C)C)sc1C1(C)CC(c2ccccc2)=NO1 (configuration not stated)
  0.0 | 5 | -4.8 | -6 | -0.9 | 6 | -1 | 0 | 1.5
COC(=O)c1cnc(Nc2nc(CN)cs2)nc1C(F)(F)F
  0.4 | 10 | -4.9 | 2 | nt | 9 | -7 | 1 | -0.2
CCc1nccn1S(=O)(=O)c1cccc([N+](=O)[O-])c1
  -0.2 | 4 | -3.5 | -9 | 2.1 | -6 | -7 | -1 | nt
O=C1N(S(=O)(=O)c2ccccc2F)C(=O)C2(CCCC2)N1S(=O)(=O)c1ccccc1F
  -0.3 | 1 | -1.2 | 6 | 0.4 | -1 | -9 | 4 | 0.4
CCCn1c(O)c2ccc(C(=O)N=NC(=O)c3cccnc3)cc2c1O
  -1.4 | 4 | -3.6 | 13 | -0.2 | -13 | -8 | -1 | -0.7
COc1ccc(C(=O)Cc2ccccc2C(=O)O)cc1
  0.3 | 3 | -0.2 | 7 | nt | 9 | 1 | 10 | nt

Source: PubChem (several laboratories)
